Compound activity deposited in PubChem by National Center for Advancing Translational Sciences (NCATS).
ALDH1A1 inh: qHTS Assay for Inhibitors of Aldehyde Dehydrogenase 1 (ALDH1A1). Aldehyde dehydrogenase 1A1 (Homo sapiens), P00352. Purified ALDH1A1, NADH fluorescence, propionaldehyde substrate. Potency, µM (series often up to 75.3 µM), inactives show top-dose activity, negative = inhibition, actives largely listed as inhibitors. hit rate 7.3% among 220,000. AID 1030, 2008; active means well fitted inhibition curve with a large enough effect, not every such curve was filed as active; inconclusive means small, poorly fitted or top-dose-only effect, or another doubt; inactive means no such curve, though single readings can be large or run the other way;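 further: plate controls were no enzyme wells and a reference inhibitor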
Target sequence (P00352 whole entry, looked up): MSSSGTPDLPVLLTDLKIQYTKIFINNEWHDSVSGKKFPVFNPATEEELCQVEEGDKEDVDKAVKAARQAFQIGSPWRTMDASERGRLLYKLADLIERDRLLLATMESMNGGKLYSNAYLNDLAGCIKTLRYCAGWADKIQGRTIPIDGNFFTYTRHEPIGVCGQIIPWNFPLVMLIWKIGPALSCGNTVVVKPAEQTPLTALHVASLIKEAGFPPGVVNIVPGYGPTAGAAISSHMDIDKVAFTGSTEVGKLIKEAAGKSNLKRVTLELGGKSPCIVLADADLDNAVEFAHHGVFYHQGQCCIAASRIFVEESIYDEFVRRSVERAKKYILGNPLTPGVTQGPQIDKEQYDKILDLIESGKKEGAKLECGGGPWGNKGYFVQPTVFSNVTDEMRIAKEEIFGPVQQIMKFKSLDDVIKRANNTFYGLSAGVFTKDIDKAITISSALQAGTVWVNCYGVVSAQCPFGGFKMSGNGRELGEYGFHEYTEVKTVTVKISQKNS
HttQ103 aggreg: qHTS Multiplex Assay to Identify Dual Action Probes in a Cell Model of Huntington: Aggregate Formation (GFP) | PC12 HttQ103-GFP aggregates, Acumen cytometry, 40 h | Potency, µM (doses to about 46.1 µM), without a hit: top-dose activity change, negative = inhibition, hits mostly inhibitors | hit rate 1.1% among 220,000 | AID 1688, 2009; further: on the % scale 0 is the no-effect control and ±100 the full control effect; nearly all actives have a fitted effect of over 60% in size
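Compounds (qHTS titration) were added to PC12 cells expressing an ecdysone-driven HTT exon 1 Q103–GFP fusion after induction with 100 nM tebufenozide. Aggregate formation was measured as GFP objects in cell lysates.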
HTT ATP protect: qHTS Multiplex Assay to Identify Dual Action Probes in a Cell Model of Huntington: Cytoprotection (ATP) | PC12 HTT-Q103 induced, cytoprotection, ATP luminescence, 40 h | Potency, µM (doses to about 56.4 µM), inactives show cytoprotection (ATP increase), hits mostly activators | hit rate 0.14% among 230,000 | AID 1471, 2008;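 further: % of control where 0% means no effect; nearly all actives have a fitted effect of over 45% in size; toxic huntingtin expression switched on by the ecdysone agonist tebufenozide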
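PC12 cells stably carrying ecdysone-inducible Htt exon 1 (Q103)–GFP were induced with 100 nM tebufenozide (final) alongside library compounds in a dose series. Cytoprotection was scored as retained ATP by ATPlite luminescence.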
SMN2 splice enh: qHTS Assay for Enhancers of SMN2 Splice Variant Expression; HEK293 SMN2-luciferase splicing reporter, luminescence, 30-36 h; Potency, µM (top dose mostly 46.1 µM), for the others: at the highest dose activity change, positive = activation, actives largely listed as activators; hit rate 2.8% among 210,000; AID 1458, 2008; further: % of control where 0% means no effect; nearly all actives have a fitted effect of over 55% in size
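HEK293 cells carry an SMN2 minigene-luciferase reporter in which exon 7 inclusion puts luciferase in frame. Cells were seeded at 2000 cells/well, attached for 10-12 hours, then exposed to compounds for 30-36 hours at 37C before ONE-Glo luminescence.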
Tau fluor cs: Counterscreen qHTS for Inhibitors of Tau Fibril Formation, Fluorescence Polarization; tau K18 P301L Alexa594 fluorescence, heparin fibrillization; Potency, µM (series often up to 57.7 µM), inactives show top-dose activity change, negative = decrease; hit rate 0.93% among 280,000; AID 1463, 2008; further: on the % scale 0 is the no-effect control and ±100 the full control effect; nearly all actives have a fitted effect of over 55% in size
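Human K18 P301L tau (15 uM unlabeled plus 0.24 uM Alexa 594-labeled, final) in 100 mM sodium acetate pH 7 was mixed with compound and 20 uM heparin and incubated 6 hr at 37 C.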
Tau fibril ThT: qHTS for Inhibitors of Tau Fibril Formation, Thioflavin T Binding | Microtubule-associated protein tau (Homo sapiens), P10636 | recombinant tau K18 P301L (four-repeat tau fragment), heparin-induced fibrillization, ThT fluorescence | Potency, µM (titrated, usually from 57.4 µM), for inactives: at the top dose activity, negative = inhibition, usual class: inhibitors | hit rate 2.1% among 270,000; further: on the % scale 0 is the no-effect control and ±100 the full control effect; nearly all actives have a fitted effect of over 55% in size
Target sequence (P10636 561-689 P618L limits assumed): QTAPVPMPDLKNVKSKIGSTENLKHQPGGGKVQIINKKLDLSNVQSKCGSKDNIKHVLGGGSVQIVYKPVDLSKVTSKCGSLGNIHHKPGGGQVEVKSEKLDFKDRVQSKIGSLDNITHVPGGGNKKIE
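Heparin-induced fibrillization of the P301L-mutant K18 repeat-domain fragment of human tau was followed by ThT binding in quantitative high-throughput format.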
Tau FP inhib: qHTS for Inhibitors of Tau Fibril Formation, Fluorescence Polarization; Microtubule-associated protein tau (Homo sapiens), P10636; K18 P301L tau heparin fibrillization, Alexa594 FP, 6 h; hit rate 0.39% among 280,000; Potency, µM (top dose mostly 57.7 µM), inactives show at the top dose activity, negative = inhibition, most hits filed as inhibitors; AID 1468, 2008; further: on the % scale 0 is the no-effect control and ±100 the full control effect; nearly all actives have a fitted effect of over 55% in size
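Recombinant K18 P301L […], labeled with Alexa 594 at 0.24 uM over 15 uM unlabeled; heparin inducer 20 uM final; 37 C, 6 hr; FP endpoint.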
KDM4E inh: qHTS Assay for Inhibitors of Human Jumonji Domain Containing 2E (JMJD2E); Potency, µM (titrated, usually from 57.1 µM), for the others: top-dose activity change, negative = inhibition, usual class: inhibitors; JMJD2E catalytic domain, FDH-coupled NADH fluorescence (FDH is formaldehyde dehydrogenase); Lysine-specific demethylase 4E (Homo sapiens), B2RXH2; hit rate 1.6% among 230,000; active means well fitted inhibition curve with a large enough effect, not every such curve was filed as active; inconclusive means small, poorly fitted or top-dose-only effect, or another doubt; inactive means no such curve, though single readings can be large or run the other way;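 further: 0% = wells with enzyme and -100% = buffer wells without enzyme; nearly all actives have a fitted effect of over 50% in size; many of its hits are not listed in these tables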
Target sequence (B2RXH2 1-337 limits assumed): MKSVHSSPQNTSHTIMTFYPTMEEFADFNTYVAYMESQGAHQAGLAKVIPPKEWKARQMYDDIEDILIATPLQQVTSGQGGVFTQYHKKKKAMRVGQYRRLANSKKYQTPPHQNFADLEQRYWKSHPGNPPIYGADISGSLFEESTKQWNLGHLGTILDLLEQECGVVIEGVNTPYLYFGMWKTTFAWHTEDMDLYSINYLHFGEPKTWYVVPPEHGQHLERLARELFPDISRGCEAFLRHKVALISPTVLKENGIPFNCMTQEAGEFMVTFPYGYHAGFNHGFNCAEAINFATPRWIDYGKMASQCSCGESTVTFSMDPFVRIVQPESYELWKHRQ
* marks the source's active call; other numbers are inactive results; ? = inconclusive; . = no result given; & = joins results of further samples; [ ] = remark or other dose. Unless noted, the call rests on the fitted dose curve; in most records, active means well fitted curve in the direction sought with a large enough effect; inconclusive means small, poorly fitted or top-dose-only effect, or another doubt; inactive means no such curve, though single readings can be large; an effect the other way counts as inactive or inconclusive. Potency means the concentration at half of the fitted maximal effect.

1) CC(OC(=O)C1=COCCO1)C(=O)Nc1ccccc1C#N (stereo unspecified)
2) O=C1CCCC(O)=C1N=Nc1c(Cl)cc(C(F)(F)F)cc1Cl
3) Cc1c(NS(=O)(=O)c2ccc(N(C)C3CCCCC3)c([N+](=O)[O-])c2)c(=O)n(-c2ccccc2)n1C
4) CCCN(C(=O)c1cc2c(Cl)nc3ccccc3c2s1)c1cccc(C)c1
5) CC(CN(C)Cc1ccccc1)OC(=O)C1COc2ccccc2O1 (stereo unspecified)
6) COCCCN1C(=O)c2ccccc2CC1(C)C(=O)NC1CCCCC1 (stereo unspecified)
7) Cc1ccc(NC(=S)NC(NC(=O)Cc2cccc3ccccc23)C(Cl)(Cl)Cl)cc1 (stereo unspecified)
8) Fc1ccc(CSc2nc3ccccc3[nH]2)c2ccccc12
Compound,1,2,3,4,5,6,7,8
ALDH1A1 inh,2%,-4%,?,.,-7%,.,?,-5%
HttQ103 aggreg,31%,-18%[9.22 µM],?,.,11%,.,?,?
HTT ATP protect,-14%[10 µM],-7%[10 µM],24%[10 µM],.,-26%,.,-5%[10 µM],-51%[inhibitor]
SMN2 splice enh,19%,.,-12%[1.84 µM],2%,-19%,15%,-26%,-5%
Tau fluor cs,3%,-17%,-15%,-22%,6%,-2%,-26%,?
Tau fibril ThT,-2%,?,-6%,?,-1%,0%,-4%,-23%
Tau FP inhib,-1%,-1%,-4%,0%,3%,-3%,?,25µM*
KDM4E inh,16%,25µM*,-6%,.,-20%,.,3%,-1%

Profiles as entered above. Order of values: ALDH1A1 inh, HttQ103 aggreg, HTT ATP protect, SMN2 splice enh, Tau fluor cs, Tau fibril ThT, Tau FP inhib, KDM4E inh
Shown for Fc1ccc(CSc2nc3ccccc3[nH]2)c2ccccc12 = -5%, ?, -51%[inhibitor], -5%, ?, -23%, 25µM*, -1%
Shown for Cc1c(NS(=O)(=O)c2ccc(N(C)C3CCCCC3)c([N+](=O)[O-])c2)c(=O)n(-c2ccccc2)n1C = ?, ?, 24%[10 µM], -12%[1.84 µM], -15%, -6%, -4%, -6%
Shown for COCCCN1C(=O)c2ccccc2CC1(C)C(=O)NC1CCCCC1 (stereo unspecified) = ., ., ., 15%, -2%, 0%, -3%, .
Shown for CCCN(C(=O)c1cc2c(Cl)nc3ccccc3c2s1)c1cccc(C)c1 = ., ., ., 2%, -22%, ?, 0%, .

Additional entries:
9) Cn1ccc(O)c(C#N)c1=O
10) CCOC(=O)C(Cc1ccccc1)C(=O)Nc1ccc(NC(=O)C(Cc2ccccc2)C(=O)OCC)cc1 (stereo unspecified)
11) CCOC(=O)N1CCC(NC(=O)c2cc(C(=O)Nc3ccc(F)cc3F)ccc2CO)CC1
12) COC(=O)c1ccc(CSc2nc(-c3ccco3)cc(C(F)(F)F)n2)o1
13) [O-]/[N+](=C\c1ccccc1)[C@@H]1CCCC[C@@H]1/[N+]([O-])=C/c1ccccc1
14) CCOc1ccc(OCC)c(NC(=O)CSCC(=O)O)c1
15) O=C(O)C1CCN(c2ccc(S(=O)(=O)N3CCOCC3)cc2[N+](=O)[O-])CC1
16) O=C(Nc1ccccc1[N+](=O)[O-])C1C(c2ccccc2)=C1c1ccccc1
Compound,9,10,11,12,13,14,15,16
ALDH1A1 inh,-2%&-11%,10%,-11%,?,1%,?,15%,-2%
HttQ103 aggreg,3%[9.22 µM],7%,-7%,-3%,4%,-8%,13%,11%
HTT ATP protect,8%[1.9 µM],16%[10 µM],-10%,-12%,-15%,-3%,-38%[inhibitor],-4%
SMN2 splice enh,.,-22%,-37%[inhibitor],10%,.,.,-1%,-17%
Tau fluor cs,-12%&7%,-7%,-12%,-21%,0%,-8%,-12%,-12%
Tau fibril ThT,-5%&9%,-2%,-14%,-18%,-10%,-12%,-11%,-2%
Tau FP inhib,-4%&4%,3%,-9%,-1%,3%,7%,2%,-2%
KDM4E inh,-4%&-6%,-3%,-14%,?,0%,0%,1%,1%

17) NS(=O)(=O)c1ccc(NS(=O)(=O)/C=C/c2ccccc2)cc1
18) CC1CCc2c(sc3nc(CN4CCN(S(=O)(=O)c5ccccc5[N+](=O)[O-])CC4)[nH]c(=O)c23)C1 (stereo unspecified)
19) Cc1ncoc1C(=O)Nc1cccc(Cl)c1
20) COc1cc2c(cc1OC)CN(C(C)C(=O)N1CCc3ccccc31)CC2 (stereo unspecified)
21) CSCC[C@H](NC(=O)OC(C)(C)C)c1nnc(SCc2ccc(F)cc2)o1
22) O=C(CNC(=S)N(CCCN1CCOCC1)Cc1cccs1)NCCN1CCOCC1
23) O=C(NC1CCCC1)C1CC(=O)N(C2CCCCCCC2)C1 (stereo unspecified)
24) CC(=O)N1CC(c2ccccc2)C(c2ccc(Cl)cc2)=N1 (stereo unspecified)
Compound,17,18,19,20,21,22,23,24
ALDH1A1 inh,10%,2%,?,-5%,-7%,-3%,-4%,?
HttQ103 aggreg,-4%,16%,18%,8%[9.22 µM],-12%,14%,-11%,14%
HTT ATP protect,4%,9%[10 µM],-13%,-31%,8%,38%[10 µM],27%,2%[10 µM]
SMN2 splice enh,.,-14%,27%,5%,-27%,-9%[1.84 µM],13%,-7%
Tau fluor cs,-5%,-27%,-12%,-13%,-5%,-10%,1%,-5%
Tau fibril ThT,-11%,-5%,-3%,-22%,-11%,-8%,1%,-1%
Tau FP inhib,2%,-2%,-2%,-6%,2%,-8%,-6%,6%
KDM4E inh,-4%,5%,-3%,-4%,2%,-1%,-10%,?

25) CCOC(=O)C1=C(C)Nc2nc3ccccc3n2C1c1ccncc1 (stereo unspecified)
26) CC(C)OC(=O)CN1C(=O)C(C)(C)Oc2ccc(C(=O)NC3CC3)cc21
27) Cc1cc(C)cc(NC(=O)/C=C/c2ccc([N+](=O)[O-])s2)c1
28) Cc1cc(/C=C(\C#N)C(=O)NC2CCCCCC2)c(C)n1C
29) O=C(Nc1nsc(-c2ccccc2)n1)c1cccs1
30) O=C(CSc1ccc2ccccc2c1)NCc1cccs1
31) C=CCNc1nc2ccccc2c(=O)[nH]1
32) Cn1cc(CC(=O)N2CCN(c3ccc(Cl)cc3)CC2)c2ccccc21
Compound,25,26,27,28,29,30,31,32
ALDH1A1 inh,2%,11µM*,-1%,?,?,?,?,-8%
HttQ103 aggreg,-24%,5%,?,-2%,?,1%,2%,?
HTT ATP protect,1%,1%[10 µM],?,.,-1%[10 µM],-6%[1.9 µM],-16%,-9%
SMN2 splice enh,29%,-10%,-24%,-1%,3.2µM*,9%,28%,16%
Tau fluor cs,-8%,-10%,-17%,-25%,4%,-4%,1%,-18%
Tau fibril ThT,-12%,-4%,?,?,-8%,0%,-3%,?
Tau FP inhib,-3%,1%,-8%,-7%,-3%,1%,5%,11%
KDM4E inh,7%,13%,6%,2%,?,5%,?,-3%

33) CCC(=O)n1nc(-c2ccc(Cl)cc2)nc1SC
34) Cc1cc(C)c(S(=O)(=O)c2ccccc2Cl)c(Cl)n1
35) NC(=O)C1CCN(C(=O)CNC(=O)c2ccccc2)CC1
36) CN(CC(=O)O)S(=O)(=O)c1ccc(F)cc1
37) CCCN1C2=C(C(=O)CC(C)(C)C2)C(c2ccc(F)cc2)C2=C1c1ccccc1C2=O (stereo unspecified)
38) Cc1cccc(C)c1NC(=O)C(c1ccccc1)N1CCN(C(=O)c2ccco2)CC1 (stereo unspecified)
39) O=c1oc2c(CN3CCCCCC3)c(O)ccc2cc1-c1nc2ccccc2[nH]1
40) COc1cc(-c2cc(C(=O)Nc3ccc(S(=O)(=O)Nc4ncccn4)cc3)c3ccccc3n2)cc(OC)c1OC
Compound,33,34,35,36,37,38,39,40
ALDH1A1 inh,5%,-6%,6%,4%,?,25µM*,?,325%[activator]
HttQ103 aggreg,-15%,-10%,-5%,-1%,?,-1%,17%,8%[9.22 µM]
HTT ATP protect,4%[10 µM],18%[10 µM],-26%,1%[10 µM],-2%,.,-27%,-5%[10 µM]
SMN2 splice enh,13µM*,-13%,?,15%,-15%,-9%,16%,.
Tau fluor cs,-12%,-6%,4%,6%,?,-3%,-16%,-23%
Tau fibril ThT,?,-7%,4%,1%,?,-8%,?,-18%
Tau FP inhib,?,1%,-2%,0%,5%,4%,6%,-8%
KDM4E inh,1%,3%,15%,-5%,-10%,-1%,?,170%[activator]

41) C/C(Cn1cnc([N+](=O)[O-])n1)=N\NC(=O)c1ccc(F)cc1
42) COc1cc2c(cc1OC)-c1cc3cc(OC)c(OC)cc3c(=O)n1CC2
43) COCCN1Cc2cccc(C(=O)Nc3c(C)cc(C)cc3C)c2C1=O
44) CCOc1cc(CN2CCOCC2)cc(C(C)=O)c1
45) CS(=O)(=O)N1CCN(CCN2C(=O)c3cccc4cccc(c34)C2=O)CC1
Compound,41,42,43,44,45
ALDH1A1 inh,?,?,-1%,?,-14%
HttQ103 aggreg,3%,.,?,-4%,-1%[9.22 µM]
HTT ATP protect,8%[10 µM],-213%[inhibitor],-25%,-7%,-13%[10 µM]
SMN2 splice enh,?,?,-17%,4%,.
Tau fluor cs,-6%,-27%,-13%,3%,-12%
Tau fibril ThT,-5%,?,-17%,-3%,-11%
Tau FP inhib,-7%,7%,4%,3%,4%
KDM4E inh,14%,?,-1%,3%,?

Limited to ALDH1A1 inh, for some of the entries so far:
nr | canonical_smiles | ALDH1A1 inh
41 | C/C(Cn1cnc([N+](=O)[O-])n1)=N\NC(=O)c1ccc(F)cc1 | ?
42 | COc1cc2c(cc1OC)-c1cc3cc(OC)c(OC)cc3c(=O)n1CC2 | ?

A portion of the library; the hit share may differ from the screen's.
